# AGP1 TOR yeast – modulators of TOR pathway AGP1-GFP in S. cerevisiae; AID 2066; GFP response vs DMSO, % at 10 µM; hit rate 0.02% among 320,000; S. cerevisiae AGP1-GFP multiplex flow cytometry, 3 h; GFP as percent of DMSO wells;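 active means GFP response relative to DMSO above a set limit, near screen average plus 3 SD, cut at about 150% in these data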;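 further: median GFP channel fluorescence of the gated AGP1 strain per well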
# CIT2-GFP yeast – alters CIT2-GFP fluorescence in TOR pathway yeast screen | S. cerevisiae CIT2-GFP strain, flow cytometry, 3 h; 100 means same as DMSO wells | GFP response vs DMSO, % at 10 µM | hit rate 0.065% among 320,000 | AID 2029;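 active means GFP response relative to DMSO above a set limit, near the screen mean plus 3 SD, cut at about 150% in these data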;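 further: ratio of well median GFP fluorescence to mean of DMSO wells on the plate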
# Fam108B inh – Fam108B inhibition, counter-screen for RBBP9 inhibitors | AID 1947 | hit rate 0.33% among 300,000 | recombinant Fam108B, FP-Rh probe fluorescence polarization | inhibition, % at 9.51 µM;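 active means inhibition above the screen mean inhibition plus 3 SD, computed separately per campaign, cut at about 18% in these data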;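 further: inhibitors lower polarization as less probe binds the enzyme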
# GLD-1 TGE inh – GLD-1-TGE RNA interaction inhibition (C. elegans); purified GLD-1 + fluorescein TGE RNA, fluorescence polarization; Q17339; hit rate 0.44% among 320,000; inhibition, % at 5.96 µM;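 active means percent inhibition above a per-plate cutoff, the plate mean of test compounds plus 3 SD, cut at about 30% in these data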;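 further: 0% = DMSO wells with GLD-1 and probe and 100% = wells lacking GLD-1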
# GRK2 inh – human GRK2 inhibition via aptamer displacement; P25098; hit rate 0.59% among 330,000; inhibition of aptamer binding, % at 10 µM; bead flow cytometry, FAM-aptamer displacement from GRK2;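 active means inhibition of aptamer binding above 40%, roughly 3 SD of noise, on plates passing a quality check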;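 further: median bead fluorescence of bound FAM aptamer so fluorescent compounds give negative values; no value below 0 was filed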
# MEX-5 binding – C. elegans MEX-5 TCR-2 RNA binding activity | activity score (negative = inhibition of binding), % at 10 µM | hit rate 0.38% among 300,000 | MEX-5/FITC-TCR2 RNA binding, fluorescence polarization; hits give low values | AID 1832 | Q9XUB2;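 active means inhibition past about -25% in most replicates, and total fluorescence under double the plate's negative control median, limit read from the data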;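 further: 0% = DMSO and -100% = 5 µM competing unlabeled TCR2 RNA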
# VLA-4 inh – inhibition in a human VLA-4 binding assay. P13612. VLA-4 expressing cells, ligand binding flow cytometry. inhibition, % (about 7 µM as worked out from the volumes in the protocol). hit rate 0.2% among 330,000; in the data active means inhibition above about 50%
# Target sequence (P13612 whole entry, looked up): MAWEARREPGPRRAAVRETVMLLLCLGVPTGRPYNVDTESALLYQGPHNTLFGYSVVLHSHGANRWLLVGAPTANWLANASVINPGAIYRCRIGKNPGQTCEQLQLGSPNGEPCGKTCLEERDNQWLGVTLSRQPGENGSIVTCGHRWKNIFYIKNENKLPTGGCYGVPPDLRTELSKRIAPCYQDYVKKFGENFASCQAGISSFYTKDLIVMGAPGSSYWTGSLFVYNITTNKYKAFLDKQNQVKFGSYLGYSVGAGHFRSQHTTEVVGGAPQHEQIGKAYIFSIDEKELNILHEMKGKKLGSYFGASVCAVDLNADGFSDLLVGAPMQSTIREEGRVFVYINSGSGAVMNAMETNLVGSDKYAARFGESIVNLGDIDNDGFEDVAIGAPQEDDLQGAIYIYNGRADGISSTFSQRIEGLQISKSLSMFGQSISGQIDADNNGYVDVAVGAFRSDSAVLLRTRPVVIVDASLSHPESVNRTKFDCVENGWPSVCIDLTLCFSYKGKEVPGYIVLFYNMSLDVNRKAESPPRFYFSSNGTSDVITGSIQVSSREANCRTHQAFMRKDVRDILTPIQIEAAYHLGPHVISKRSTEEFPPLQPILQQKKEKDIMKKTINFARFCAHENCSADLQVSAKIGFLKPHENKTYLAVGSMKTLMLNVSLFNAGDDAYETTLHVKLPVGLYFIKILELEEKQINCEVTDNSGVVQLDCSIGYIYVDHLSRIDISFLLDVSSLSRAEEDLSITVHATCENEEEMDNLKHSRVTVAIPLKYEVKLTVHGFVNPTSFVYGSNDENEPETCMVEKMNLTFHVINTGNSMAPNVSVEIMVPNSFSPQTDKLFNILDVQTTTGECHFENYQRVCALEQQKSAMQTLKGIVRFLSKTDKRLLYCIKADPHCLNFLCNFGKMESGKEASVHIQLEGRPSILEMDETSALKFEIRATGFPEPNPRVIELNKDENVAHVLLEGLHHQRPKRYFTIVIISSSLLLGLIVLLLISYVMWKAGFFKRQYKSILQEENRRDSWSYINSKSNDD
# MCL1 BIM primary – inhibitors of human MCL1 binding to BIM-BH3 peptide | hit rate 0.68% among 320,000 | Q07820 | inhibition, % at 10.9 µM | AID 2057 | GST-MCL1 / FITC-Bim-BH3 fluorescence polarization;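 active means inhibition above the mean inhibition of all tested compounds plus 3 SD, set per campaign, cut at about 40% in these data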;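 further: 0% = DMSO wells and 100% = unlabeled Bim-BH3 peptide control; higher means more loss of mP so more displacement of Bim peptide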
# BCLXL inh – inhibitors of human Bcl-xL; inhibition, % at 10.9 µM; GST-Bcl-xL / FITC-Bim BH3 peptide fluorescence polarization; hit rate 0.7% among 320,000;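 active means inhibition above the mean of all tested compounds plus 3 SD, cutoff set per campaign, cut at about 30% in these data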;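 further: 0% = DMSO wells and 100% = unlabeled Bim-BH3 peptide competitor; inhibitors lower millipolarization by displacing the labeled peptide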
# An asterisk follows results filed as active; . = not tested or not shown. Hits appear at their usual frequency. About 2.2% of those tested had a hit in this group.
nr	compound	AGP1 TOR yeast	CIT2-GFP yeast	Fam108B inh	GLD-1 TGE inh	GRK2 inh
1	O=C(c1ccc2c(c1)OCO2)C1CCCN(Cc2c(F)ccc(F)c2F)C1 (centres undefined)	99	102	-2	1	0
2	CCOC(=O)c1c(NC(=O)CN2CCCCC2)sc2c1CCN(C(=O)OCC)C2	100	99	-5	5	0
3	CCOC(=O)c1cnn(-c2ccccc2)c1NC(=O)C(F)(F)C(F)(F)C(F)(F)F	95	94	4	5	2
4	Cc1ccc(S(=O)(=O)N2CCCCC2)cc1C(=O)NCCC1=CCCCC1	104	98	2	3	2
5	COc1ccc(C)cc1N(C(=O)c1ccc(F)cc1)c1nc2ccccc2s1	97	98	-6	2	2
6	CCN(CC)C(=O)CSc1nnc(-c2ccccc2)n1N	110	104	-2	5	2
7	CC1CC(C)CN(C(=O)Cn2cc(C=O)c3ccccc32)C1 (centres undefined)	93	88	1	5	0
8	CCOc1cc(C(=S)N2CCCCC2)ccc1OCC(=O)NCc1ccccc1	100	102	5	-1	25

nr	MEX-5 binding	VLA-4 inh	MCL1 BIM primary	BCLXL inh
1	2.2	-3	2	0
2	2.0	-2	0	2
3	-1.7	4	8	8
4	-4.4	8	-6	3
5	3.5	1	-4	5
6	3.1	-8	3	-1
7	-0.2	14	-1	1
8	1.7	-5	10	6

# Some of the entries so far, in transposed form:
[1] O=C(c1ccc2c(c1)OCO2)C1CCCN(Cc2c(F)ccc(F)c2F)C1 (centres undefined)
[2] CCOC(=O)c1c(NC(=O)CN2CCCCC2)sc2c1CCN(C(=O)OCC)C2

Screen / compound no. | 1 | 2
AGP1 TOR yeast | 99 | 100
CIT2-GFP yeast | 102 | 99
Fam108B inh | -2 | -5
GLD-1 TGE inh | 1 | 5
GRK2 inh | 0 | 0
MEX-5 binding | 2.2 | 2.0
VLA-4 inh | -3 | -2
MCL1 BIM primary | 2 | 0
BCLXL inh | 0 | 2

# Further entries follow:
nr	compound	AGP1 TOR yeast	CIT2-GFP yeast	Fam108B inh	GLD-1 TGE inh	GRK2 inh
9	CCc1ccc(CNC(=O)C2CC(=O)N(CCc3ccc(C)cc3)C2)cc1 (centres undefined)	103	92	-2	2	0
10	CC(=O)Nc1ccc(NC(=O)C(C)Sc2nnc(-c3cccs3)o2)cc1 (centres undefined)	104	103	2	-1	0
11	COc1c(Cl)cc(Cl)cc1/C=C/C(=O)c1ccc(NC(=O)c2cccs2)cc1	93	105	-6	-11	0
12	CN1CCN(c2ccc(NC(=O)c3ccc4c(c3)OCCO4)cc2)CC1	107	109	-4	-1	0
13	C=CCc1cc(Cl)ccc1OCCN1CC(C)OC(C)C1 (centres undefined)	96	93	-3	8	0
14	CC(=O)Nc1ccc(NS(=O)(=O)c2ccc(C)cc2)c([N+](=O)[O-])c1	88	97	0	6	1
15	CN(CCCC(=O)NCc1ccco1)S(=O)(=O)c1ccccc1	106	100	-1	2	5
16	O=C(Nc1ccc(Cl)c([N+](=O)[O-])c1)ONC1=NCCCCC1	98	103	-5	-4	3

nr	MEX-5 binding	VLA-4 inh	MCL1 BIM primary	BCLXL inh
9	-3.0	0	5	6
10	0.0	2	-3	-1
11	-0.5	4	7	2
12	-1.3	18	10	4
13	-2.9	3	6	2
14	1.0	4	-9	3
15	-2.8	2	8	2
16	-0.4	-1	-4	0

# Next results:
nr	compound	AGP1 TOR yeast	CIT2-GFP yeast	Fam108B inh	GLD-1 TGE inh	GRK2 inh
17	CC(C)c1c(C(=O)N/N=C/c2ccc(OCc3ccc(F)cc3)cc2)nnn1-c1nonc1N	105	107	2	12	7
18	O=C1CSC(c2nn(-c3ccccc3)cc2-c2cc3ccccc3oc2=O)N1Cc1ccco1 (centres undefined)	101	109	8	0	0
19	C=CCC[C@H](Cc1ccc(F)cc1)C(=O)OC[C@@H](C)NC(=O)[C@H](CC=C)CC(=O)NCCO	91	83	.	0	0
20	Cc1ccccc1-n1nnnc1SCC(=O)NCC1CCCO1 (centres undefined)	100	107	1	-1	0
21	CC(=O)c1ccc(-n2nncc2-c2ccc([N+](=O)[O-])cc2)cc1	104	98	2	-2	0
22	CC1CN(C(=S)SCC(=O)c2ccc(Cl)cc2)CC(C)O1 (centres undefined)	103	100	2	1	5
23	COc1cc(S(=O)(=O)N(C)C)ccc1Br	96	98	1	7	2
24	O=C(NC(=O)N1CCN(c2ccc(F)cc2)CC1)c1ccccc1	107	.	-3	0	0

nr	MEX-5 binding	VLA-4 inh	MCL1 BIM primary	BCLXL inh
17	-2.1	9	-4	4
18	2.4	1	10	6
19	.	8	.	.
20	1.1	-5	3	2
21	1.0	4	-1	10
22	0.8	-6	4	4
23	.	5	-2	-1
24	.	3	5	-2

# (more compounds)
nr	compound	AGP1 TOR yeast	CIT2-GFP yeast	Fam108B inh	GLD-1 TGE inh	GRK2 inh
25	CCOC(=O)Nc1ccc(S(=O)(=O)Nn2cnnc2)cc1	108	106	-1	2	0
26	O=S(=O)(c1ccc(F)cc1)N1CCN=C1SCc1cccnc1	98	101	-1	1	0
27	COC(=O)C1C(=O)NCC1c1ccccc1 (centres undefined)	110	98	-6	-10	0
28	Cc1ccc2nc(Cl)c(C3CC(c4cccs4)=NN3S(C)(=O)=O)cc2c1 (centres undefined)	104	109	1	2	1
29	COc1ccc(C2C(Oc3ccccc3C)C(=O)N2Cc2ccc(F)cc2)cc1OC (centres undefined)	89	90	-2	2	1
30	CC(C)CCNC(=O)CC1Nc2c3ccccc3nc(=S)n2C1=O (centres undefined)	101	108	-2	1	0
31	Cc1c(C(=O)OCC(=O)NCc2ccc3c(c2)OCO3)cccc1[N+](=O)[O-]	96	101	4	2	6
32	O=C(NC(=S)Nc1ccccc1F)c1ccc(Br)o1	93	97	2	4	4

nr	MEX-5 binding	VLA-4 inh	MCL1 BIM primary	BCLXL inh
25	1.4	9	2	3
26	2.1	1	1	-2
27	-0.1	6	-6	1
28	4.9	13	4	0
29	-2.5	-2	-5	2
30	1.0	-14	10	8
31	1.2	-1	-9	0
32	0.2	37	6	3

# Next part; the last two above are carried over.
nr	compound	AGP1 TOR yeast	CIT2-GFP yeast	Fam108B inh	GLD-1 TGE inh	GRK2 inh
31	Cc1c(C(=O)OCC(=O)NCc2ccc3c(c2)OCO3)cccc1[N+](=O)[O-]	96	101	4	2	6
32	O=C(NC(=S)Nc1ccccc1F)c1ccc(Br)o1	93	97	2	4	4
33	COc1ccccc1C(CNC(=O)c1ccc(-c2ccccc2Cl)o1)N1CCCC1 (centres undefined)	102	105	0	-8	0
34	Cc1cccc(C)c1OCCCCCNCCO	92	98	-1	-1	0
35	Cc1cc(C)n(S(=O)(=O)c2ccccc2)n1	99	92	-2	4	3
36	Fc1ccc(NC(=S)N2CCCCC2)cc1	98	96	-1	1	9
37	Cc1ccc(NC(=O)COC(=O)Cc2ccsc2)c(C)c1	95	101	0	7	0
38	Cc1ccc(C(=O)N/C(=C\c2cccs2)C(=O)N2CCCCCC2)cc1	102	107	-1	4	1
39	O=C(CSc1ccc(Br)cc1)N1CCN(C(=O)c2ccco2)CC1	102	94	0	-5	0
40	O=C(NCc1ccc2c(c1)OCO2)C1CCCN(S(=O)(=O)c2cccnc2)C1 (centres undefined)	106	118	3	2	0

nr	MEX-5 binding	VLA-4 inh	MCL1 BIM primary	BCLXL inh
31	1.2	-1	-9	0
32	0.2	37	6	3
33	-2.1	6	-4	0
34	3.0	4	-3	1
35	-0.7	2	5	2
36	-1.7	-29	5	1
37	-0.8	20	-5	0
38	2.2	0	-2	2
39	-0.4	2	-8	-4
40	-0.5	-3	2	10

# Next part
nr	compound	AGP1 TOR yeast	CIT2-GFP yeast	Fam108B inh	GLD-1 TGE inh	GRK2 inh
41	O=S1(=O)[C@H]2C[C@@H]3C=C[C@@]2(CN1Cc1ccc(Cl)cc1)O3	97	110	-2	-9	0
42	C/C(N)=C(/C#N)C(=O)CSc1ccc2c(c1)OCCO2	90	89	3	-12	3
43	CCCC(=O)N(c1ccc2oc(=O)sc2c1)S(=O)(=O)c1ccccc1	98	107	2	5	1
44	CSc1cccc(NC(=O)c2cnccn2)c1	90	106	-6	0	2
45	O=C(NCCN1C(=O)S/C(=C\c2ccccc2F)C1=O)C1CC(=O)N(Cc2ccccc2)C1 (centres undefined)	106	106	.	-4	4
46	CCOc1ccc(NC(=O)CN(C)C(=O)c2ccc3nc(CC)c(CC)nc3c2)cc1OCC	100	92	0	2	0
47	CCOC(=O)c1cnc2c(ccc3ccccc32)c1NCCCN(C)C	92	104	-5	2	.
48	CCSCc1nnc(SCC(=O)Nc2cccc(C(C)=O)c2)n1C	105	102	9	4	0

nr	MEX-5 binding	VLA-4 inh	MCL1 BIM primary	BCLXL inh
41	-0.6	34	0	2
42	0.1	-7	-4	3
43	-0.5	-5	13	10
44	0.3	6	2	4
45	.	6	-15	-8
46	-2.7	-20	-6	-2
47	-0.9	22	7	7
48	-0.3	-7	3	2

# The results go on.
nr	compound	AGP1 TOR yeast	CIT2-GFP yeast	Fam108B inh	GLD-1 TGE inh	GRK2 inh
49	CCn1c(=N)n(CCO)c2ccccc21	96	97	-2	-7	2
50	O=C(CN1CCN(S(=O)(=O)c2ccc(Br)cc2)CC1)N/N=C/c1ccc(Br)s1	108	104	-2	4	21
51	CC(OC(=O)CCc1c[nH]c2ccccc12)C(=O)c1ccccc1 (centres undefined)	100	105	1	5	0
52	COc1ccccc1NC(=O)c1ccc(NC(=O)c2nc3nccc(C)n3n2)cc1	105	99	.	4	3
53	Cn1c(N)c(C(=O)COC(=O)CSc2ccc3ccccc3c2)c(=O)n(C)c1=O	102	106	2	-1	0
54	CSc1ccc(C=O)cc1	103	96	.	2	73*
55	COCc1cc(C)nc(Nc2ccccc2C)c1C#N	101	100	-1	-2	0
56	CC(O)C(NC=C1C(=O)OC(C)(C)OC1=O)C(=O)O (centres undefined)	109	99	0	6	0

nr	MEX-5 binding	VLA-4 inh	MCL1 BIM primary	BCLXL inh
49	-3.8	8	1	5
50	1.6	33	5	-2
51	0.8	-1	1	1
52	.	6	1	2
53	-3.3	-9	-9	-4
54	.	15	-1	2
55	0.4	-1	-1	4
56	0.8	-10	4	2

# Following part.
nr	compound	AGP1 TOR yeast	CIT2-GFP yeast	Fam108B inh	GLD-1 TGE inh	GRK2 inh
57	CCCCCCCCCCOC(=O)Cn1c(COc2ccc(Cl)cc2)[n+](C)c2ccccc21	100	73	1	8	0
58	O=C(O)c1ccccc1Nc1ccnc(C(F)(F)F)c1	103	114	-2	6	3
59	O=C(COc1ccccc1)NCC(=O)N/N=C/c1ccccc1	98	85	-4	-4	0
60	O=c1oc2ccccc2c(NCCO)c1[N+](=O)[O-]	99	95	-2	4	0
61	Cc1ccccc1-c1nc(CSc2nc3c(c(=O)[nH]2)CCC3)c(C)o1	103	107	1	1	3
62	Nc1nc2n(n1)C(=O)CC(c1ccccc1)N2 (centres undefined)	108	103	-4	5	3

nr	MEX-5 binding	VLA-4 inh	MCL1 BIM primary	BCLXL inh
57	-2.6	6	-2	4
58	2.2	8	4	1
59	-0.8	-2	7	1
60	0.0	1	0	4
61	-3.0	-18	-2	-4
62	0.0	8	1	8

# Records above that bear a hit mark in GRK2 inh.
no.	smiles	AGP1 TOR yeast	CIT2-GFP yeast	GLD-1 TGE inh	GRK2 inh	MEX-5 binding	VLA-4 inh	MCL1 BIM primary	BCLXL inh
54	CSc1ccc(C=O)cc1	103	96	2	73*	.	15	-1	2
